Lamin A splicing = LMNA splicing modulation; HeLa LMNA splicing GFP/RFP minigene ratio, 48 h; Potency, µM (titrated, usually from 46.1 µM), for the others: at the top dose ratio change, negative = inhibition, most hits filed as inhibitors; 0.01% of 200,000 active; active means well fitted inhibition curve with a large enough effect in the signal ratio, with a control signal flat, not every such curve was filed as active; inconclusive means small, poorly fitted or top-dose-only effect, or effect the other way, or a change in a side signal; the % refers to the signal ratio; further: on the % scale 0 is the no-effect control and ±100 the full control effect
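S3 HeLa cells stably expressing lamin A-EGFP splicing minigene plus DsRed2, 600 cells/well, 48 h compound exposure at 37C. Laser-scanning cytometry; analysed as GFP (500-530 nm)/RFP (575-640 nm) total intensity ratio; 0.5% DMSO vehicle.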
JMJD2E inh = inhibitors of human JMJD2E histone demethylase. B2RXH2. JMJD2E catalytic domain, FDH-coupled NADH fluorescence (FDH is formaldehyde dehydrogenase). Potency, µM (doses to about 57.1 µM), inactives show at the highest dose activity change, negative = inhibition, usual class: inhibitors. 1.6% of 230,000 active; active means well fitted inhibition curve with a large enough effect, not every such curve was filed as active; inconclusive means small, poorly fitted or top-dose-only effect, or another doubt; inactive means no such curve, though single readings can be large or run the other way;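 further: 0% = wells with enzyme and -100% = buffer wells without enzyme; nearly all actives have a fitted effect of over 50% in size; many of its hits are not listed in these tables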
Target sequence (B2RXH2 1-337 limits assumed): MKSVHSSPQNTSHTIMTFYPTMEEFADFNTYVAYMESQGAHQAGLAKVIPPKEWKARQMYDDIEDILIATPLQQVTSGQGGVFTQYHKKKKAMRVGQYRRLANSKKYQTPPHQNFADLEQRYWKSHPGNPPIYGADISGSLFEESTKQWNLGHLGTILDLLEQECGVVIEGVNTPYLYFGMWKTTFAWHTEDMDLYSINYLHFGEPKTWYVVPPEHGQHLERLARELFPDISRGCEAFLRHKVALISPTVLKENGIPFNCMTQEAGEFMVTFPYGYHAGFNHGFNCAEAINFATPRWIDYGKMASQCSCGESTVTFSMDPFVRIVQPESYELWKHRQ
SMN2 splice enh = SMN2 splice variant enhancement | HEK293 SMN2-luciferase splicing reporter, luminescence, 30-36 h | Potency, µM (titrated, usually from 46.1 µM), for inactives: at the top dose activity change, positive = activation, most hits filed as activators | 2.8% of 210,000 active; further: % of control where 0% means no effect; nearly all actives have a fitted effect of over 55% in size
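HEK293 cells carry an SMN2 […]–luciferase reporter in which exon 7 inclusion puts luciferase in frame. Cells were plated 10-12 h before compound addition, then incubated 30-36 h at 37C. ONE-Glo luminescence was read; sodium butyrate at 4.5 mM final served as control.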
L3MBTL1 inh = inhibitors of human L3MBTL1 | AlphaScreen L3MBTL1–H3K9me1 peptide binding | Potency, µM (highest dose often 57.1 µM), without a hit: at the highest dose activity, negative = inhibition, most hits filed as inhibitors | 0.66% of 230,000 active | AID 485360; further: on the % scale 0 is the no-effect control and ±100 the full control effect; nearly all actives have a fitted effect of over 60% in size
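Read-out is AlphaScreen signal from streptavidin donor and nickel chelate acceptor beads (10 ug/mL final each) bridging L3MBTL1 (50 nM) and biotinylated K9-monomethylated H3(1-15) peptide (75 nM), after 30 min compound exposure at room temperature.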
KinaseGlo FLuc = Kinase-Glo luciferase inhibition (counter-screen); Q27757; Kinase-Glo luciferase, ATP luminescence, 8 min; Potency, µM (top dose mostly 38.3 µM), for inactives: at the highest dose activity change, negative = inhibition, usual class: inhibitors; 0.28% of 200,000 active; AID 1379; further: on the % scale 0 is the no-effect control and ±100 the full control effect; nearly all actives have a fitted effect of over 60% in size
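Kinase-Glo luciferase light output from ATP and luciferin was measured with 10 uM ATP, within the enzyme's linear range. Buffer: 50 mM imidazole pH 7.2, 50 mM KCl, 7 mM MgCl2, 0.01% Tween 20, 0.05% BSA; luminescence read after 8 min at ambient temperature.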
Tau fibril ThT = tau fibrillization inhibition (ThT binding); P10636; recombinant tau K18 P301L (four-repeat tau fragment), heparin-induced fibrillization, ThT fluorescence; Potency, µM (titrated, usually from 57.4 µM), for inactives: top-dose activity, negative = inhibition, hits mostly inhibitors; 2.1% of 270,000 active; AID 1460; further: on the % scale 0 is the no-effect control and ±100 the full control effect; nearly all actives have a fitted effect of over 55% in size
Target sequence (P10636 561-689 P618L limits assumed): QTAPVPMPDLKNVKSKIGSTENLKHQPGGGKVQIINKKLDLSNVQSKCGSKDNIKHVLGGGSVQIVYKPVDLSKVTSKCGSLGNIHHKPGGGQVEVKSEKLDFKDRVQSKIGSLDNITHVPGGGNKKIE
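Tau K18 P301L fragment (15 uM unlabeled plus 0.24 uM Alexa 594-labeled) in 100 mM sodium acetate pH 7 with compound, fibrillization induced by 20 uM heparin for 6 hr at 37 C. Thioflavin T (30 uM) added, fluorescence read after 1 hr (ex 450, em 510 nm).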
RECQ1 inh = inhibitors of human RECQ1 DNA helicase; 0.54% of 240,000 active; RECQ1 DNA unwinding, red fluorescence kinetic read; Potency, µM (titrated, usually from 57.3 µM), without a hit: at the highest dose activity, negative = inhibition, hits mostly inhibitors;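 further: plate controls were vehicle for no effect and no enzyme for full effect; nearly all actives have a fitted effect of over 30% in size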
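50 nM RECQ1T1 preincubated 15 min with compound in Tris pH 8.0 buffer with MgCl2, DTT, Tween-20 and 2.5 ug/ml poly(dI-dC); started with 200 nM TAMRA/BHQ-2 forked duplex and 2 mM ATP. Unwinding read as fluorescence (525/598 nm), two reads 2 h apart.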
ALDH1A1 inh = inhibitors of human aldehyde dehydrogenase 1A1. Purified ALDH1A1, NADH fluorescence, propionaldehyde substrate. Potency, µM (titrated, usually from 75.3 µM), inactives show at the highest dose activity, negative = inhibition, actives largely listed as inhibitors. 7.3% of 220,000 active; active means well fitted inhibition curve with a large enough effect, not every such curve was filed as active; inconclusive means small, poorly fitted or top-dose-only effect, or another doubt; inactive means no such curve, though single readings can be large or run the other way;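 further: plate controls were no enzyme wells and a reference inhibitor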
Target sequence (P00352 whole entry, looked up): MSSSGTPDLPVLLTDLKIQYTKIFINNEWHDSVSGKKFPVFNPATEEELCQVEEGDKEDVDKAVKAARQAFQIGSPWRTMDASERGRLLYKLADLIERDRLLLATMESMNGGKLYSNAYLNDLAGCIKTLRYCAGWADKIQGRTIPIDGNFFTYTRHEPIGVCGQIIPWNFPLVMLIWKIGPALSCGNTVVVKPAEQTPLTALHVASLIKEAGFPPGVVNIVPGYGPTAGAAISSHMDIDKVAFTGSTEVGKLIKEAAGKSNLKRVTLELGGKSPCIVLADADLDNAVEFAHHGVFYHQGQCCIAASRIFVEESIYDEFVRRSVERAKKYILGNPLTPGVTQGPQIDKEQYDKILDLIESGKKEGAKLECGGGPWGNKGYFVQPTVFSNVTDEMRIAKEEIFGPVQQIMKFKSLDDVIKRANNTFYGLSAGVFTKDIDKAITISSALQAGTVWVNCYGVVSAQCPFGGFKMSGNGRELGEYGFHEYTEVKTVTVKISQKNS
* = called active by the depositor; i = inactive; ? = inconclusive; . = no result given; [ ] = dose if it differs, or a comment. Unless noted, the call rests on the fitted dose curve; in most records, active means well fitted curve in the direction sought with a large enough effect; inconclusive means small, poorly fitted or top-dose-only effect, or another doubt; inactive means no such curve, though single readings can be large; an effect the other way counts as inactive or inconclusive. Potency means the concentration at half of the fitted maximal effect. This is a subset. The share of hits here may be higher or lower than overall.

SMILES | SMN2 splice enh | RECQ1 inh | Tau fibril ThT | JMJD2E inh | KinaseGlo FLuc | L3MBTL1 inh | Lamin A splicing | ALDH1A1 inh
COC(=O)c1cn(C(=O)c2ccc(C)cc2)c2ccccc12 | . | -8% | 9% | ? | -6% | -5% | . | 2%
O=C(NC1CCCCC1)c1ccc(N2CCCC2=O)cc1 | ? | i | 7% | -1% | -6% | -8% | 9% | 4%
CCN(CC)c1ccc(NC(=O)Nc2cccc(C(C)=O)c2)cc1 | 16% | i | ? | 3% | -2% | . | -8% | ?
CCc1nnc(NC(=O)CSc2nnc(-c3cc4ccccc4cc3O)n2CCOC)s1 | -5% | i | -18% | 3% | 11% | 7% | 10% | -3%
COc1ccc(/C(O)=C/Sc2nnc(Cc3ccccc3)o2)cc1 | 4% | i | ? | -20% | 20% | . | ? | ?
CCOc1ccc(S(=O)(=O)NCCC(=O)OCN2C(=O)c3ccccc3C2=O)cc1 | 8% | 6% | -3% | 3% | -3% | -1% | 4% | ?
Cc1cccc2sc(NC(=O)C3CCCN(S(=O)(=O)c4cccc5nonc45)C3)nc12 (configuration not stated) | 0% | 3% | 4% | ? | 0% | -19% | 0% | 3%
COc1ccc(NC2=Nc3ccccc3N3C2=Nc2c(c(C)nn2-c2ccc(C)cc2)C3c2cccnc2)cc1 (configuration not stated) | -19% | -8% | -7% | 0% | -2% | . | 0% | ?
O=C(NC(C(=O)O)c1ccccc1)c1ccc(S(=O)(=O)N2CCOCC2)cc1 (configuration not stated) | ? | -1% | 0% | -8% | 1% | 7% | -6% | 4%
COC(=O)c1cc(NCc2c(F)cccc2Cl)ccc1N1CCOCC1 | -15% | -16% | -17% | 3% | -2% | -3% | 5% | ?
Cc1cc2nc(C)n(CCCNC(=O)Nc3cccc4ccccc34)c2cc1C | -48%[inhibitor] | -13% | ? | ? | -2% | . | ? | -7%
COc1cc(CNn2nnnc2N)ccc1OCC(=O)NC(C)(C)C | -11% | -3% | -10% | 4% | 2% | . | 4% | 14%
CC1=CC(=O)C2=C(C)CC[C@@H]3[C@@H](OC(=O)[C@H]3C)[C@H]12 | 3%[20.6 µM] | i | . | 8%[25.5 µM] | 3%[17.1 µM] | . | -5% | 0%[20.9 µM]
CC(=O)N1c2c(cc(Br)cc2S(=O)(=O)N2CCN(C(=O)c3ccco3)CC2)CC1C (configuration not stated) | -2% | -2% | -2% | -8% | 5% | 11% | -10% | -8%
Cc1nc(NC(=O)C2CCCC2)sc1Cc1ccc2c(c1)OCO2 | ? | -2% | -15% | 2% | 0% | -15% | -1% | ?
CCOc1ccc2c(c1)c(N=Nc1cccc(C(=O)O)c1)c(O)n2C | ? | -1% | 7% | -3% | -1% | -18% | -24% | ?
CCN1CCN(C(=S)Nc2ccsc2C(=O)OC)CC1 | -44%[inhibitor] | -8% | 1% | 4% | 2% | . | 13%[9.22 µM] | -3%
O=C(NC(=S)NNS(=O)(=O)c1ccc(Cl)cc1)c1cccnc1 | 16% | 21% | -13% | -4% | 0% | 4% | . | 7.9µM*
O=C(Oc1c(-c2ccccc2)c(=O)n2c3c(cccc13)CC2)c1ccc(Cl)cc1 | . | 7% | ? | ? | . | -8% | . | .
Cc1cc(OC(C)C(=O)N/N=C/CC(C)c2ccccc2)ccc1Cl (configuration not stated) | 13% | -6% | -11% | -2% | -3% | . | -11% | ?

Record cards (already shown). Screens in order: SMN2 splice enh | RECQ1 inh | Tau fibril ThT | JMJD2E inh | KinaseGlo FLuc | L3MBTL1 inh | Lamin A splicing | ALDH1A1 inh
O=C(Oc1c(-c2ccccc2)c(=O)n2c3c(cccc13)CC2)c1ccc(Cl)cc1 reads . | 7% | ? | ? | . | -8% | . | .
CCOc1ccc2c(c1)c(N=Nc1cccc(C(=O)O)c1)c(O)n2C reads ? | -1% | 7% | -3% | -1% | -18% | -24% | ?
COc1ccc(NC2=Nc3ccccc3N3C2=Nc2c(c(C)nn2-c2ccc(C)cc2)C3c2cccnc2)cc1 (configuration not stated) reads -19% | -8% | -7% | 0% | -2% | . | 0% | ?

Other compounds
SMILES | SMN2 splice enh | RECQ1 inh | Tau fibril ThT | JMJD2E inh | KinaseGlo FLuc | L3MBTL1 inh | Lamin A splicing | ALDH1A1 inh
O=C(Nc1ccc2c(c1)OCCO2)C1CCCN(c2ncccn2)C1 (configuration not stated) | 4µM* | i | -5% | -8% | -1% | 3% | 0% | -8%
COc1ccccc1NS(=O)(=O)c1cccc(NC(=O)Nc2ccc(Cl)cc2)c1 | -32%[inhibitor] | -1% | 7% | 1% | 4% | -8% | ? | 2%
COC(=O)C1=C(C(=O)OC)[C@@H]2Nc3ccccc3[C@@]23C[C@@H](C(=O)OC)N(S(=O)(=O)c2ccc(C(F)(F)F)cc2)C3=N1 | 2%[9.22 µM] | -10%[11.5 µM] | 5%[11.5 µM] | 5%[11.4 µM] | -7%[7.66 µM] | . | 2%[9.22 µM] | 17%[13.5 µM]
O=C(N/C=C/c1ccccc1)Nc1ccc(Cl)cc1 | ? | -10% | ? | ? | 2% | -9% | ? | ?
COc1ccc2c(c1)O[C@@H](c1cccc(C(F)(F)F)c1)[C@H](OC(=O)NCc1ccc3c(c1)OCO3)C2=O | -5% | i | -3% | -5% | 0% | . | . | -8%
CC(C)(C)C(C(=O)O)N1CCS(=O)(=O)CC1 (configuration not stated) | -10% | i | 1% | -1% | -1% | -5% | 6%[46 µM] | 4%
O=C(CN1CCN(Cc2ccccc2)CC1)N/N=C/C=C/c1ccco1 | 26% | 0% | ? | -17% | -2% | 6% | 7% | -5%
O=C(c1ccncc1)N1CCC2(CC1)CCN(C(c1ccccc1)c1ccccc1)CC2 | -13% | -8% | . | . | -1% | . | . | 5%
COCCNC(=O)CN1c2ccccc2CC1C (configuration not stated) | -15% | -3% | -13% | ? | 8% | -1% | -6% | ?
CCc1ccc(S(=O)(=O)NCCc2cn3ccccc3n2)s1 | -1% | -6% | 2% | -3% | 1% | 3% | -1% | -13%

Entries listed so far printed as active in ALDH1A1 inh.
molecule,SMN2 splice enh,RECQ1 inh,Tau fibril ThT,JMJD2E inh,L3MBTL1 inh,Lamin A splicing,ALDH1A1 inh
O=C(NC(=S)NNS(=O)(=O)c1ccc(Cl)cc1)c1cccnc1,16%,21%,-13%,-4%,4%,.,7.9µM*

Next entries.
SMILES | SMN2 splice enh | RECQ1 inh | Tau fibril ThT | JMJD2E inh | KinaseGlo FLuc | L3MBTL1 inh | Lamin A splicing | ALDH1A1 inh
CC(C)(Oc1ccc(-c2ccco2)cc1)C(=O)O | 17% | -11% | -13% | ? | 1% | . | -2% | ?
CCNCc1ccc(OCc2cccs2)c(OCC)c1 | . | -7% | -5% | 10% | . | . | . | 2%
Cc1ccc2cc3c(nc2c1)N(Cc1ccco1)CC3 | -17% | -15% | -2% | ? | -1% | -6% | -21% | ?
COCCCNC(=S)NC(=O)c1ccccc1 | ? | 4% | 3% | 9% | 1% | 4% | 11% | -16%
COc1cc(OC)cc(C(=O)Nc2ccccc2C(=O)N2CCCC2)c1 | ? | -6% | -4% | 2% | 1% | 1% | 9% | 13%
NC(=O)CN1CCOCCOCCOCCOCCOCC1 | -12% | i | 0% | -3% | -1% | 14% | 11% | 3%
O=C(/C=C/c1ccc(OCCCF)cc1)NCc1cccc(Cl)c1 | -20% | -2% | -16% | -3% | -2% | 1% | -1% | 5%
CCOC(=O)CSc1ncccn1 | . | -7% | -5% | 16% | . | 6% | . | 7%
Cc1cc(=O)oc2cc(OC(C)C(=O)N3CCOCC3)ccc12 (configuration not stated) | 0% | -9% | 10% | ? | 0% | . | 7% | ?
COc1ccccc1OCC(=O)Nc1ccc(C(N)=O)cc1 | 0% | -9% | -19% | -7% | 2% | . | 1% | 15%
N#CCCN1CCN(S(=O)(=O)c2ccc(C#N)cc2)CC1 | -3% | 10% | -10% | 8% | -2% | 1% | -2% | -1%
CC(=O)N1CCC(N(CCN2CCOCC2)C(=S)Nc2ccc(C)cc2C)CC1 | -10% | -1% | 7% | 10% | 0% | . | -2%[46 µM] | -16%
CCC1CCCCN1C(=O)c1noc(C(C)C)c1[N+](=O)[O-] (configuration not stated) | 26% | -16% | -11% | 6% | -3% | -3% | -12% | 5%
O=c1[nH]c(NCCO)nc2c1C1(CCCC1)Cc1ccccc1-2 | -7% | -6% | -4% | ? | -3% | -6% | 10% | ?
NS(=O)(=O)c1ccc(NC(=O)COC(=O)Cc2ccc(Cl)cc2)cc1 | . | i | -11% | -8% | . | -3% | . | .
C=CCN(C(=O)c1cccc(C(F)(F)F)c1)C1(C(=O)Nc2ccccc2)CCN(C(C)C)CC1 | 9% | 0% | -1% | 4% | -4% | . | . | 8%
COC(=O)C1=C(C)C(c2ccc(OC)cc2OC)NC(=O)N1 (configuration not stated) | -17% | i | -3% | 5% | -1% | -4% | 7% | 15%
Cc1ccc(NC(=S)/C(=C(\[O-])c2ccc(C)c([N+](=O)[O-])c2)[n+]2ccccc2)cc1C | -16% | -3% | ? | -2% | 1% | -12% | 16% | ?
Cc1ccc(S(=O)(=O)Nc2nc(C)c(C(=O)NNS(=O)(=O)c3ccccc3)s2)cc1 | . | -2% | -13% | -9% | . | -5% | . | ?
O=C(CCCc1ccccc1)NC1CCSC1=O (configuration not stated) | -14% | 8% | -6% | 13% | 1% | 5% | 7% | 1%
CCOc1cc(C2/C(=C(\O)c3cc(C)ccc3C)C(=O)C(=O)N2CCN(C)C)ccc1O (configuration not stated) | -8% | i | -1% | -6% | -2% | . | 3% | 1%
CC(C)NC(=S)N1CCN(S(C)(=O)=O)CC1 | 3% | -5% | -2% | -3% | 4% | 1% | -19% | -2%
Cc1cnc(C(=O)OCC(=O)NC2CCCC(C)C2C)cn1 (configuration not stated) | 9% | 11% | 1% | 5% | 1% | -4% | 9% | -8%
O=[N+]([O-])c1cc(S(=O)(=O)N2CCCC2)ccc1NCCCN1CCOCC1 | -21% | -3% | -8% | 3% | 0% | . | . | -4%

Bioassay records from PubChem.
